Vif-APOBEC3F blk: qHTS for Inhibitors of Vif-A3F Interactions: qHTS; HeLa A3F-eYFP + Vif (tagged APOBEC3F with the HIV-1 protein that degrades it), YFP fluorescence increase; 390,000 tested, 0.2% active; Potency, µM (series often up to 46.1 µM), for inactives: top-dose activity, negative = active; note: potency is the fitted concentration of half-maximal effect; % of control where 0% means no effect; nearly all actives have a fitted effect of over 65% in size
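HeLa cells stably expressing Vif plus C-terminally eYFP-tagged A3F were seeded, incubated overnight at 37 deg C, dosed with compound, incubated overnight again at 37 deg C. Yellow fluorescence (Ex 488/Em 500-530) reported blocked Vif-mediated A3F-eYFP degradation.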
D1 antagonist: Antagonist of Human D 1 Dopamine Receptor: qHTS | HEK293 TREx D1 cells, calcium flux, dopamine EC80; stronger effect = lower value | activity change, negative = inhibition, % at 10 µM | D(1A) dopamine receptor (Homo sapiens), P21728 | 360,000 tested, 3.2% active | AID 504652, 2011; in the data active = activity change below about -30%; note: % is set by controls: 0 for no effect and ±100 for the full control effect
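HEK293 T-REx cells expressing inducible, force-coupled D1 receptor; no-wash Ca dye, 30–90 min RT. Cmpd → 180 s read at 1 Hz → EC80 DA → 180 s read.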
RXFP1 ag: qHTS Assay for Agonists of the Relaxin Receptor RXFP1 | Relaxin receptor 1 (Homo sapiens), Q9HBX9 | HEK293T-RXFP1 cAMP TR-FRET, 30 min; response scale: percent of porcine relaxin response, buffer zero | Potency, µM (titrated, usually from 57.5 µM), for the others: at the top dose activation, actives largely listed as activators | 370,000 tested, 0.3% active | AID 2676, 2010; note: potency is the fitted concentration of half-maximal effect; % is set by controls: 0 for no effect and ±100 for the full control effect; nearly all actives have a fitted effect of over 60% in size; many of its hits are not listed in these tables
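HEK293 cells stably expressing RXFP1, treated 30 min at 37C with compounds plus PDE4 inhibitor Ro 20174; cAMP measured by HTRF TR-FRET. Normalized to buffer and 29 nM porcine relaxin; EC50 by Hill fit.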
RXFP1 antag: qHTS Assay for Antagonists of the Relaxin Receptor RXFP1; HEK293-RXFP1, relaxin-stimulated cAMP HTRF, 30 min; stronger effect = lower value; activity change, negative = inhibition, % at 57.5 µM; 350,000 tested, 0.59% active;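 active = activity change of -60% or lower, but not beyond a set lower limit; inconclusive = change between -60% and -40%, or beyond the set limit; inactive = change above -40%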; note: % is set by controls: 0 for no effect and ±100 for the full control effect
D1 potentiator: Potentiators of Human D1 Dopamine Receptor: qHTS. potentiation, % at 10 µM. HEK293 TREx D1 cells, calcium flux, dopamine EC20 potentiation. D(1A) dopamine receptor (Homo sapiens), P21728. 360,000 tested, 0.036% active. AID 504651, 2011; in the data active = potentiation above about 30%; note: 0% is about no effect
Vif-APOBEC3G blk: qHTS for Inhibitors of Vif-A3G Interactions: qHTS; Potency, µM (titrated, usually from 46.1 µM), without a hit: at the top dose activity, negative = active, hits mostly inhibitors; DNA dC->dU-editing enzyme APOBEC-3G (Homo sapiens), Q9HC16; 410,000 tested, 0.076% active; HeLa A3G-eYFP + Vif (tagged APOBEC3G with the HIV-1 protein that degrades it), YFP fluorescence, overnight;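 note: potency is the fitted concentration of half-maximal effect; % is set by controls: 0 for no effect and ±100 for the full control effect; nearly all actives have a fitted effect of over 60% in size; hits raise eYFP signal because A3G escapes Vif-driven loss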
Target sequence (Q9HC16 whole entry, looked up): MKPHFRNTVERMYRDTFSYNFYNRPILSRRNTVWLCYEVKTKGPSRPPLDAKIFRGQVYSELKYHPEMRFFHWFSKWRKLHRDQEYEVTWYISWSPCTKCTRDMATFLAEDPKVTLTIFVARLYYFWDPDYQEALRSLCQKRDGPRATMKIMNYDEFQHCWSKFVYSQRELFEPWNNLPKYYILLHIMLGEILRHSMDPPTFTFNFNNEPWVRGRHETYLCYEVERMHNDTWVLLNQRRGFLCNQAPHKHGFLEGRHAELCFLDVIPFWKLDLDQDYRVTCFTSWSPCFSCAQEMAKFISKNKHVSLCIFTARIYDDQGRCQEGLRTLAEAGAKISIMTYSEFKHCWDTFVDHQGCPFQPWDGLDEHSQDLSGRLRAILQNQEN
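Read-out is eYFP fluorescence (Ex 488/Em 500-530) from Vif-expressing HeLa A3G-eYFP cells; more signal means A3G escaped Vif-mediated degradation. Cells plated overnight, compound pinned in, incubated overnight at 37 deg C.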
D2 PAM: HTS Assay for Positive Allosteric Modulators of the Human D2 Dopamine Receptor: Primary Screen for Potentiators | D(2) dopamine receptor (Homo sapiens), P14416 | HEK293 T-REx D2, calcium flux, EC20 dopamine potentiation | potentiation, % at 10 µM | 340,000 tested, 0.34% active | AID 485347, 2010;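 active = potentiation over 3 SD above the plate norm, cut at about 30% in these data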; note: 0% is about no effect
Target sequence (P14416 whole entry, looked up): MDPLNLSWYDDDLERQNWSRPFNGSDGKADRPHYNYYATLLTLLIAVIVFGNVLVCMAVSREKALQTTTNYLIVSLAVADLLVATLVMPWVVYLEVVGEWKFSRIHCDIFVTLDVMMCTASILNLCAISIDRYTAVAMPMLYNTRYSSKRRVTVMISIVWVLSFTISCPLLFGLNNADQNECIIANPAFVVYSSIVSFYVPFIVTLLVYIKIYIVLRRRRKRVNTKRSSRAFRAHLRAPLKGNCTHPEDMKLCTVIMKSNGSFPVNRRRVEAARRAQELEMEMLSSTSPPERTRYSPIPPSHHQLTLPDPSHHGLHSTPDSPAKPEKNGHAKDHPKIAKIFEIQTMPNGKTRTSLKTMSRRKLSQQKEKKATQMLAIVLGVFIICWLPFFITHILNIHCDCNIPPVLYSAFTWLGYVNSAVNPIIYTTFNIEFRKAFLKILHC
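Cells plated with tetracycline inducer and held overnight at 30 C; calcium dye loaded 30–90 min at room temperature; baseline taken, compound added and read 180 s; EC20 dopamine then added and read 180 s.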
Glioma ERSR ind: qHTS for Inducers of the Endoplasmic Reticulum Stress Response (ERSR) in Human Glioma: qHTS | AID 602332, 2012 | U87-MG GRP78 promoter luciferase reporter, 16 h | Potency, µM, for inactives: top-dose activation, usual class: activators | 420,000 tested, 0.02% active; note: potency is the fitted concentration of half-maximal effect; series mostly up to about 76 µM; % of control where 0% means no effect; nearly all actives have a fitted effect of over 35% in size
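Stably transfected U87-MG human glioma cells carrying a GRP78-based luminescent sensor were seeded at 1000 cells/well, pin-dosed with compounds and incubated 16 h. Luciferase reagent was then added, and end-point luminescence was read after 10 min at room temperature.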
D1 ag: Allosteric Agonists of the Human D1 Dopamine Receptor: qHTS; activation, % at 2 µM; 360,000 tested, 1% active; HEK293 T-REx D1 cells, calcium flux, agonist mode; D(1A) dopamine receptor (Homo sapiens), P21728; in the data active = activation above about 30%; note: 0% is about no effect
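Agonism was scored from calcium flux recorded over 180 s (1 read/s) after pintool compound addition, following a 10-cycle baseline. Cells were inducible force-coupled HEK293 TREx D1, plated overnight at 30 C and loaded with no-wash calcium dye.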
* = called active by the depositor; & = joins results of further samples. Unless noted, calls come from the whole dose curve; as a rule, active = well fitted curve in the direction sought with a large enough effect; inconclusive = small, poorly fitted or top-dose-only effect, or another doubt; inactive = no such curve, though single readings can be large; an effect the other way counts as inactive or inconclusive. A portion of the library. The share of hits here may be higher or lower than overall.

CC(C)OC(=O)c1ccc(COC(=O)c2cccc(-c3nnc(-c4ccccc4)o3)c2)cc1 was read as Vif-APOBEC3F blk 1%, D1 antagonist 9, RXFP1 ag 0.3%, RXFP1 antag 9, D1 potentiator -4, Vif-APOBEC3G blk 4%, D2 PAM 8, Glioma ERSR ind -2% and D1 ag 1.
Screening Cc1cccc(-n2ncc3c2CCCC3NC(=O)CC(F)(F)F)c1C (configuration not stated) returned Vif-APOBEC3F blk 12%, D1 antagonist 0, RXFP1 ag -0.5%, RXFP1 antag -4, D1 potentiator 0, Vif-APOBEC3G blk 0%, D2 PAM 1, Glioma ERSR ind -2% and D1 ag 6.
For CCC(C)(C)n1nnnc1CN(Cc1cc2cc(OC)ccc2[nH]c1=O)C1CCCC1 the results were Vif-APOBEC3F blk -5%, D1 antagonist 0, RXFP1 ag 6.0%, RXFP1 antag -2, D1 potentiator -2, Vif-APOBEC3G blk -1%, D2 PAM 8, Glioma ERSR ind -2% and D1 ag 2.
Screening Cc1cc(C)cc(N(CCC#N)C(=O)CSc2nc3nc(C)cc(C)n3n2)c1 returned Vif-APOBEC3F blk 1%, D1 antagonist -5, RXFP1 ag 0.6%, RXFP1 antag 38, D1 potentiator 0, Vif-APOBEC3G blk 1%, D2 PAM 11, Glioma ERSR ind -5% and D1 ag 4.
For O=S(=O)(c1ccccc1)N1N=C(c2ccccc2)CC1c1ccccc1F (configuration not stated) the results were Vif-APOBEC3F blk 0%, D1 antagonist 5, RXFP1 ag 2.5%, RXFP1 antag -1, D1 potentiator -5, Vif-APOBEC3G blk -8%, D2 PAM 4, Glioma ERSR ind -4% and D1 ag 3.
Screening Cc1ccc(F)cc1CNC(=O)c1cc(COc2ccc3ncccc3c2)on1 returned Vif-APOBEC3F blk -4%, D1 antagonist 0, RXFP1 ag 1.2%, RXFP1 antag 5, D1 potentiator 4, Vif-APOBEC3G blk 0%, D2 PAM 7, Glioma ERSR ind -6% and D1 ag 29.
For CC(C)C1=NN(C(=O)c2ccccc2)C(O)(C(C)(C)C)C1 (configuration not stated) the results were Vif-APOBEC3F blk -5%, D1 antagonist -15, RXFP1 ag 2.9%, D1 potentiator -6, Vif-APOBEC3G blk 1%, D2 PAM 2, Glioma ERSR ind -2% and D1 ag 1.
For CCOC(=O)Cc1csc(NC(=S)NC(=O)c2ccccc2Br)n1 the results were Vif-APOBEC3F blk -12%, D1 antagonist -27, RXFP1 ag 2.2%, RXFP1 antag 0, D1 potentiator -4, Vif-APOBEC3G blk -2%, D2 PAM 25, Glioma ERSR ind -5% and D1 ag 61*.
Screening CC(C)Oc1ccc(C(=O)OC(C)C(=O)NC2CCCCC2C)cc1 (configuration not stated) returned Vif-APOBEC3F blk -7%, D1 antagonist -48*, RXFP1 ag -2.2%, RXFP1 antag -1, D1 potentiator -7, Vif-APOBEC3G blk 2%, D2 PAM 6, Glioma ERSR ind -3% and D1 ag 10.
`CC1=Nn2c(nnc2-c2ccccc2F)SC1` gave Vif-APOBEC3F blk 7%, D1 antagonist -8, RXFP1 ag 2.4%, RXFP1 antag 6, D1 potentiator 0, Vif-APOBEC3G blk 0%, D2 PAM 3, Glioma ERSR ind -2% and D1 ag -1.
`COc1ccccc1/C=C/C(=O)Nc1nc(N)n(-c2ccccc2)n1` gave Vif-APOBEC3F blk 14%, D1 antagonist -18, RXFP1 ag 2.3%, RXFP1 antag 8, D1 potentiator -4, Vif-APOBEC3G blk 2%, D2 PAM 26, Glioma ERSR ind 4% and D1 ag -1.
For CCOc1ccc(N2CC(O)(c3ccc(F)cc3)[N+]3=C2CCCC3)cc1 (configuration not stated) the results were Vif-APOBEC3F blk -1%, D1 antagonist -44*, RXFP1 ag -0.9%, RXFP1 antag -18, D1 potentiator -4, Vif-APOBEC3G blk -4%, D2 PAM -26, Glioma ERSR ind -4% and D1 ag 4.
Cc1nn(C)cc1-c1cc(C(=O)O)c2ccccc2n1 was read as Vif-APOBEC3F blk -1%, D1 antagonist 2, RXFP1 ag -0.4%, RXFP1 antag 0, D1 potentiator 1, Vif-APOBEC3G blk -1%, D2 PAM 1, Glioma ERSR ind -3% and D1 ag 1.
`C#CCN(C(=O)C1CCC(=O)N(CCc2cccc(F)c2)C1)C1CCCCC1` (configuration not stated) gave Vif-APOBEC3F blk -6%, RXFP1 antag 8, Vif-APOBEC3G blk 0% and Glioma ERSR ind 0%.
Screening CCn1nc(C)c(CN2CCCC(CO)(Cc3cccc(Cl)c3)C2)c1C (configuration not stated) returned Vif-APOBEC3F blk 7%, D1 antagonist -18, RXFP1 ag -1.4%, RXFP1 antag -4, D1 potentiator -6, Vif-APOBEC3G blk -1%, D2 PAM -10, Glioma ERSR ind -1% and D1 ag 4.
`COC(=O)[C@@H]1[C@@H](C#N)C2(c3ccccc3-c3ccccc32)N(c2ccc(Cl)cc2)N1C#N` gave Vif-APOBEC3F blk -3%, D1 antagonist 1, RXFP1 ag 0.4%, RXFP1 antag -73*, D1 potentiator -6, Vif-APOBEC3G blk -17%, D2 PAM -12, Glioma ERSR ind -10% and D1 ag 4.
Screening O=[N+]([O-])c1ccccc1/C=C/C=N/Nc1ccc(S(=O)(=O)Nc2ccc(Cl)cc2)cc1[N+](=O)[O-] returned Vif-APOBEC3F blk -3%, D1 antagonist 9, RXFP1 ag -1.5%, RXFP1 antag -5, D1 potentiator 3, Vif-APOBEC3G blk 6%, D2 PAM 4, Glioma ERSR ind -2% and D1 ag 1.
COc1ccc(C)cc1NC(=O)COC(=O)c1ccccc1SCC(=O)N1CCCC1 was read as Vif-APOBEC3F blk -2%, D1 antagonist 3, RXFP1 ag 3.9%, RXFP1 antag -7, D1 potentiator 1, Vif-APOBEC3G blk -2%, D2 PAM 12, Glioma ERSR ind -1% and D1 ag 8.
Screening COc1ccc(C2=CC(c3cc(OC)c(OC)c(OC)c3)NC(=S)N2)cc1 (configuration not stated) returned Vif-APOBEC3F blk 2%, D1 antagonist 4, RXFP1 ag 0.8%, RXFP1 antag 3, D1 potentiator 29, Vif-APOBEC3G blk inconclusive, Glioma ERSR ind -7% and D1 ag 1.
For COc1ccc(C(=O)N/C(=C/c2ccco2)C(=O)NC2CCS(=O)(=O)C2)cc1 (configuration not stated) the results were Vif-APOBEC3F blk 2%, D1 antagonist -7, RXFP1 ag -0.2%, RXFP1 antag inconclusive, D1 potentiator 0, Vif-APOBEC3G blk 0%, Glioma ERSR ind -5% and D1 ag 2.
O=C(CSc1nnc(CNC(=O)c2ccco2)o1)Nc1ccc(Cl)cc1 was read as Vif-APOBEC3F blk 5%, D1 antagonist -6, RXFP1 ag -4.6%, RXFP1 antag -1, D1 potentiator -9, Vif-APOBEC3G blk 1%, D2 PAM -2, Glioma ERSR ind -4% and D1 ag 2.
Screening N=C(N)SCc1nc2ccccc2c(=O)n1-c1ccccc1 returned Vif-APOBEC3F blk -10%&-11%, D1 antagonist 3&-30, RXFP1 ag 0.4%&0.2%, RXFP1 antag 0&-25, D1 potentiator -4&-3, Vif-APOBEC3G blk 1%&0%, D2 PAM -3, Glioma ERSR ind 1%&5% and D1 ag 1&-1.
`Cc1ccc(C)c(NC(=O)COC(=O)c2ccc[n+]([O-])c2)c1` gave Vif-APOBEC3F blk 7%, RXFP1 antag 11, Vif-APOBEC3G blk 1% and Glioma ERSR ind -5%.
CC(C)(C)c1ccc(/C=N/NC(=O)C2CCCC2)cc1 was read as Vif-APOBEC3F blk -31%, D1 antagonist -47*, RXFP1 ag -2.5%, RXFP1 antag -3, D1 potentiator -6, Vif-APOBEC3G blk 0%, D2 PAM -5, Glioma ERSR ind 11% and D1 ag 2.

Next part, overlapping the part above by 2 compounds.
`Cc1ccc(C)c(NC(=O)COC(=O)c2ccc[n+]([O-])c2)c1` gave Vif-APOBEC3F blk 7%, RXFP1 antag 11, Vif-APOBEC3G blk 1% and Glioma ERSR ind -5%.
CC(C)(C)c1ccc(/C=N/NC(=O)C2CCCC2)cc1 was read as Vif-APOBEC3F blk -31%, D1 antagonist -47*, RXFP1 ag -2.5%, RXFP1 antag -3, D1 potentiator -6, Vif-APOBEC3G blk 0%, D2 PAM -5, Glioma ERSR ind 11% and D1 ag 2.
CCN1CCC(CNCc2cn(-c3ccc(OC)cc3)nc2-c2ccccc2Cl)C1 (configuration not stated) was read as Vif-APOBEC3F blk -4%, D1 antagonist 4, RXFP1 ag 0.5%, RXFP1 antag -17, D1 potentiator -2, Vif-APOBEC3G blk 2%, D2 PAM -8, Glioma ERSR ind -3% and D1 ag 3.
For COc1cc(OC)cc(C(=O)NCC(=O)N2CCCCCCC2)c1 the results were Vif-APOBEC3F blk -3%, D1 antagonist -14, RXFP1 ag 1.8%, RXFP1 antag -2, D1 potentiator -3, Vif-APOBEC3G blk -1%, D2 PAM 1, Glioma ERSR ind 6% and D1 ag 1.
CCC(c1ccccc1)c1nc(-c2cccnc2)no1 (configuration not stated) was read as Vif-APOBEC3F blk 10%, D1 antagonist 5, RXFP1 ag -0.7%, RXFP1 antag -8, D1 potentiator 2, Vif-APOBEC3G blk -5%, D2 PAM 6, Glioma ERSR ind 1% and D1 ag 4.
COc1ccccc1CNC(=O)COC(=O)c1c(C)nn(-c2ccccc2)c1Cl was read as Vif-APOBEC3F blk 3%, D1 antagonist -9, RXFP1 ag 3.4%, RXFP1 antag -6, D1 potentiator -3, Vif-APOBEC3G blk -7%, D2 PAM -2, Glioma ERSR ind -1% and D1 ag 11.
Screening CN(CCn1ccnc1)Cc1cn(-c2ccccc2)nc1-c1ccc2c(c1)OCO2 returned Vif-APOBEC3F blk 5%, D1 antagonist 7, RXFP1 ag 1.5%, RXFP1 antag -14, D1 potentiator -2, Vif-APOBEC3G blk 1%, D2 PAM -7, Glioma ERSR ind -2% and D1 ag 1.

Compound activity from PubChem.
